TLR4-MyD88 BLA: inhibitors of human TLR4-MyD88 binding. O00206+Q99836. HeLa CL3-4 TLR4/MyD88 BLA complementation, FRET ratio. inhibition, % at 8.4 µM. 200,000 compounds, 0.18% hits. AID 861; in the data active = inhibition above about 25%;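 note: 0% = vehicle and 100% = reference inhibitor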
Target sequence (O00206 whole entry, looked up): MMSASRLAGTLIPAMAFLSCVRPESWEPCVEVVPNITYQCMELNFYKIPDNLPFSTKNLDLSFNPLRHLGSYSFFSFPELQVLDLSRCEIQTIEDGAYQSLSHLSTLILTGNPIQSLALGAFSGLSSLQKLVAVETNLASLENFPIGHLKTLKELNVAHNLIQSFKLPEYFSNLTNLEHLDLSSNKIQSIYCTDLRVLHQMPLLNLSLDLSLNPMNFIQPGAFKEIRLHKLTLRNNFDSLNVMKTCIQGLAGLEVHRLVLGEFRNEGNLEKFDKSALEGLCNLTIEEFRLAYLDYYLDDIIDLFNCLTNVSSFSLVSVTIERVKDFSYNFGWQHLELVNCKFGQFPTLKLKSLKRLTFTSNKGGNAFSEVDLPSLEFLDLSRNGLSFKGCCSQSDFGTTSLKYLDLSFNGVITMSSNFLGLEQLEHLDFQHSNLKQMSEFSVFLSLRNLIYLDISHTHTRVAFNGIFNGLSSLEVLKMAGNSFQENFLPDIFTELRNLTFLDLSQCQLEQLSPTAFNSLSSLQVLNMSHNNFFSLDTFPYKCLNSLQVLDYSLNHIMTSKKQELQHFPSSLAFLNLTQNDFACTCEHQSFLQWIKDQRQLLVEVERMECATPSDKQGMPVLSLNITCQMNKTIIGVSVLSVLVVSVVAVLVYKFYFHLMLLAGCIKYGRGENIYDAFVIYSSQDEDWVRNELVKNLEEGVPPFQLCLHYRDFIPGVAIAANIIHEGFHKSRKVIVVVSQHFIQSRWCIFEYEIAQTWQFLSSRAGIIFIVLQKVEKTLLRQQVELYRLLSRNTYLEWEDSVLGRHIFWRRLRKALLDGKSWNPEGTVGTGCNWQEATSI
Target sequence (Q99836 whole entry, looked up): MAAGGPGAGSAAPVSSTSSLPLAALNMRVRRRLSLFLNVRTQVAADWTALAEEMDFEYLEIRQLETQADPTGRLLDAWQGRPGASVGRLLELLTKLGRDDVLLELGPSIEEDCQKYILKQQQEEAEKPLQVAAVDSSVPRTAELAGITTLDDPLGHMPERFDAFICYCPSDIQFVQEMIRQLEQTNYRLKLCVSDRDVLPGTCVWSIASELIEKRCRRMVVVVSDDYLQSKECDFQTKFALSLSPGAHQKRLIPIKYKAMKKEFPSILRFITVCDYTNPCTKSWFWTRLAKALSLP
L major viab: Leishmania major promastigote growth inhibition; 200,000 compounds, 9% hits; inhibition, % at 10 µM; Leishmania major promastigotes, resazurin fluorescence viability;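 note: promastigotes grown with compound for 44 hours at 28 °C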
PMI act: phosphomannose isomerase (human) activation. purified human PMI, coupled resazurin fluorescence, 20 min; active compounds read high; 1 = vehicle control, 0 substrate-free wells. activation factor at 20 µM. 190,000 compounds, 0.005% hits. AID 1214;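 active = activation factor of 2 or more at 20 µM, relative to plate controls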
Hsp70 activator: transcriptional activators of Hsp70. 200,000 compounds, 0.04% hits. activation, % at 10 µM. HeLa Hsp70 promoter luciferase reporter, luminescence; scaled: vehicle 0, proteasome-inhibitor control 100%. AID 1203;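 active = activation above the mean across all tested compounds plus 3 SD, cutoff set per campaign, cut at about 5.5% in these data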;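 note: 100% = MG132 at 30 µM as the positive control and 0% = DMSO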
Diaph act CS: activates diaphorase or chemically reduces, flagging diaphorase assay artifacts; Diaphorase/resazurin coupled assay, resorufin fluorescence, 16 min; active compounds read high; 1 = vehicle wells, 0 = NADH-free wells; activation factor at 20 µM; 190,000 compounds, 0.005% hits; AID 1229;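 active = diaphorase activity raised at least twofold by the compound at 20 µM; inactive = activation factor below 2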
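System – purified diaphorase enzyme from Clostridium kluyveri · Input – enzyme 0.07 U/mL final · Also added – final NADH 0.114 mM, resazurin 0.1 mM · Measured by – fluorescence of resorufin, 544 nm excitation, 590 nm emission · Timing – 16 min enzyme reaction, ambient temperature · Measure – resorufin increase flagging diaphorase activators or reducers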
RAM inhibit: yeast RAM network inhibition; S. cerevisiae dse1pr::URA3 reporter, 5-FOA growth OD615, 2 d; analog-sensitive cbk1-as2 kinase mutant strain; inhibition, % at 50 µM; 190,000 compounds, 1.8% hits; AID 868;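 active = inhibition above a set limit, 3 SD over mean compound inhibition, cut at about 8.4% in these data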;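 note: 0% = DMSO-only wells with no growth and 100% = 10 µM 1-NA-PP1 full growth; inhibition rescues growth on 5-FOA so higher OD means more RAM inhibition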
S1P3 antag: S1P3 (human) receptor antagonism. CHO S1P3 NFAT-BLA reporter, FRET fluorescence, antagonist mode. inhibition, % at 4.98 µM. 170,000 compounds, 0.27% hits. AID 485;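 active = inhibition above the plate cutoff, the mean inhibition of test wells on that plate plus 3 SD, cut at about 28% in these data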;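 note: cells challenged with S1P at its EC80 of 0.8 µM; blue over green emission ratio from cleaved BLA substrate after 4 h stimulation; 0% = S1P-stimulated wells and 100% = unstimulated DMSO-only wells; some compounds past the cut are filed as inactive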
Diaph inh CS: counter-screen for diaphorase-based assays: diaphorase inhibitors and chemical oxidizers; diaphorase resazurin-to-resorufin fluorescence, NADH, 16 min; bacterial (C. kluyveri) enzyme, not human; inhibition, % at 20 µM; 190,000 compounds, 0.69% hits;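 active = primary screen inhibition at 20 µM above a set limit, cut at about 50% in these data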;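 note: plate controls were DMSO with full reaction for no effect and wells lacking NADH for full effect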
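Assay system: diaphorase enzyme from Clostridium kluyveri. Quantity: enzyme working solution with 0.14 U/mL diaphorase. Schedule: reaction incubation of 16 min at room temperature. Technique: resorufin fluorescence, excitation 544 nm, emission 590 nm. Controls: No-NADH positive control and DMSO neutral control.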
G6PDH counter: L. mesenteroides G6PDH inhibition counter-screen; AID 1020; inhibition, % at 5 µM; Purified L. mesenteroides G6PDH, diaphorase/resazurin coupled fluorescence, 45 min; 200,000 compounds, 0.12% hits
PMI act hi M6P: increases human PMI activity with near-saturating mannose 6-phosphate. coupled PMI enzyme assay, resazurin fluorescence, 20 min; active compounds read high; 1 = untreated enzyme, 0 = substrate-free blank. activation factor at 20 µM. AID 1216. 190,000 compounds, 0.34% hits;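 active = activation factor of 2 or more at 20 µM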
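Technique: Diaphorase-driven resazurin-to-resorufin fluorescence, excitation 544, emission 590 nm | Assay system: Human PMI in coupled enzyme assay | Times: Enzyme reaction with compound 20 min at room temperature | Medium: HEPES-buffered pH 7.4 with magnesium and detergent | Reagent: Mannose-6-phosphate 1.0 mM (near-saturating) plus 0.22 mM NADP+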
Redox H2O2 prof: compounds producing H2O2 with reducing agent – biochemical, NIH compound library profiling, artefact control for MLSCN library redox annotation, primary screen; DTT-dependent redox cycling H2O2, phenol red/HRP absorbance; 100% = 100 µM peroxide control, 0% = buffer; activation, % at 10 µM; 200,000 compounds, 0.03% hits; AID 878;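 active = activation of at least 50% relative to the plate's high and low controls in the primary single-dose screen; inactive = activation below 50%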;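 note: compound incubated with DTT at 0.8 mM final as the reducing agent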
Active calls of the source: *; · = no result given. Cut-off read from the data, not from the text of the source, unless noted: active = inhibition above about 50%; inactive = the rest.

Key to letters – A = TLR4-MyD88 BLA; B = L major viab; C = PMI act; D = Hsp70 activator; E = Diaph act CS; F = RAM inhibit; G = S1P3 antag; H = Diaph inh CS; I = G6PDH counter; J = PMI act hi M6P; K = Redox H2O2 prof
#1 COc1cc(C(C(=O)NC2CCCCC2)N(C(=O)Cc2c[nH]c3ccccc23)c2ccccc2C)cc(OC)c1OC (stereo not drawn)
  A: -7; B: -2; C: 0.8; D: -0.4; E: 0.7; F: 1.6; G: -5; H: 26; I: 6; J: 0.7; K: 0.5

#2 CC(C)c1cc(C(=O)Nc2cccc(C(F)(F)F)c2)no1
  A: -9; B: -5; C: 0.9; D: -0.5; E: 0.8; F: 1.2; G: ·; H: 15; I: 8; J: 0.9; K: 0.0

#3 O=C(Cn1nnc2ccccc2c1=O)Nc1cccc(S(=O)(=O)N2CCOCC2)c1
  A: 1; B: 15; C: 1.1; D: 0.2; E: 1.1; F: 2.4; G: 2; H: -6; I: 6; J: 1.1; K: -2.7

#4 CSc1ccc(/C=C(/NC(=O)c2ccc(C)cc2)C(=O)Nc2cccc(F)c2)cc1
  A: -15; B: -5; C: 0.8; D: -0.3; E: 0.9; F: -0.1; G: -19; H: 7; I: 8; J: 0.9; K: 0.5

#5 O=C(NC1CCCCC1)C1CCCN1S(=O)(=O)c1cccc2nsnc12 (stereo not drawn)
  A: -3; B: -5; C: 0.8; D: -0.4; E: 0.9; F: -1.1; G: -21; H: 10; I: 9; J: 0.9; K: 1.9

#6 CCCCOc1ccc(-c2ncc(Cl)cn2)cc1
  A: -4; B: -4; C: 1; D: 0.0; E: 1; F: 3.9; G: -8; H: -3; I: -12; J: 1; K: 3.8

#7 Cc1cc(S(=O)(=O)NCc2ccccc2)ccc1OCC(=O)N1CCOCC1
  A: -16; B: -6; C: 1; D: -0.3; E: 1; F: 1.2; G: -7; H: 0; I: -1; J: 1; K: -0.3

#8 CC(C)S(=O)(=O)c1nsc2nc(=O)c(/C=C3\C=Nc4ccccc43)c(N)n12
  A: -7; B: -6; C: 1; D: -0.4; E: 0.8; F: 1.4; G: 5; H: 23; I: 1; J: 0.9; K: -0.7

#9 O=c1cc(-c2ccccc2)nc(SCc2ccc(Cl)cc2)[nH]1
  A: 1; B: -6; C: 0.9; D: 0.1; E: 0.9; F: 2.2; G: ·; H: 10; I: 6; J: 0.9; K: 2.0

#10 Cc1ccc2[nH]c3c(c2c1)CN(C(=O)CN1CC(C)OC(C)C1)CC3 (stereo not drawn)
  A: -4; B: 4; C: 1.1; D: -0.3; E: 0.8; F: -0.6; G: ·; H: 15; I: -17; J: 1.3; K: 0.5

#11 O=C(c1ccc(Cn2cc(Br)cn2)cc1)N1CCN(c2ccccc2)CC1
  A: -3; B: 7; C: 1; D: -0.1; E: 0.9; F: 1.5; G: 18; H: 12; I: -15; J: 1; K: 2.3

#12 N#CCCCSc1nnc(-c2ccccn2)o1
  A: -4; B: -5; C: 1; D: -0.3; E: 0.8; F: 1.6; G: -7; H: 19; I: 3; J: 0.9; K: 0.4

#13 NS(=O)(=O)c1ccc(NS(=O)(=O)c2cccs2)cc1
  A: -1; B: -4; C: 0.9; D: -0.2; E: 0.9; F: -0.1; G: 8; H: 10; I: 14; J: 1; K: 0.9

#14 COc1cc2c(cc1OC)C(c1cccs1)N(C(=O)c1cccnc1)CC2 (stereo not drawn)
  A: 8; B: 0; C: 1.1; D: 0.0; E: 0.9; F: 0.5; G: 3; H: 9; I: -1; J: 0.9; K: 0.2

#15 Cc1ccc(S(=O)(=O)N=S(CC2CC2(Cl)Cl)CC2CC2(Cl)Cl)cc1 (stereo not drawn)
  A: -4; B: 4; C: 0.9; D: -0.3; E: 0.8; F: -1.2; G: ·; H: 15; I: 9; J: 1; K: 1.3

#16 CCN1CCN(S(=O)(=O)c2ccc(Cl)c(C(=O)NC(C)(C)C)c2)CC1
  A: -4; B: -3; C: 1; D: -0.3; E: 0.9; F: 1.6; G: 0; H: 10; I: 5; J: 1; K: -0.6

#17 Cc1cccc(Cc2cnc(N3C(=N)SC(C)C3=O)s2)c1 (stereo not drawn)
  A: 5; B: -3; C: 0.9; D: -0.5; E: 0.8; F: 2.2; G: -10; H: 15; I: 3; J: 0.9; K: -0.4

#18 Clc1ccc(OCc2nn3c(-c4ccccc4)nnc3s2)c(Cl)c1
  A: 15; B: -6; C: 1; D: -0.1; E: 1; F: 1.1; G: -6; H: -2; I: -25; J: 1; K: -0.9

#19 COc1ccc(C(=O)NCC(=O)OC2CCCCC2=O)cc1 (stereo not drawn)
  A: 8; B: 1; C: 1; D: -0.3; E: 0.9; F: 0.3; G: ·; H: 13; I: -8; J: 1; K: -1.2

#20 COc1cccc(/C=N/N=C(\N)c2nonc2N)c1O
  A: 0; B: -5; C: 1; D: 0.1; E: 1; F: 3.7; G: 4; H: 4; I: 0; J: 0.9; K: -1.8

Filtered by structure, the compounds so far with a carbonyl joined to an NH by a bond outside any ring (seven)
Key to letters – A = TLR4-MyD88 BLA; B = L major viab; C = PMI act; D = Hsp70 activator; E = Diaph act CS; F = RAM inhibit; G = S1P3 antag; H = Diaph inh CS; I = G6PDH counter; J = PMI act hi M6P; K = Redox H2O2 prof
#1 COc1cc(C(C(=O)NC2CCCCC2)N(C(=O)Cc2c[nH]c3ccccc23)c2ccccc2C)cc(OC)c1OC (stereo not drawn)
  A: -7; B: -2; C: 0.8; D: -0.4; E: 0.7; F: 1.6; G: -5; H: 26; I: 6; J: 0.7; K: 0.5

#2 CC(C)c1cc(C(=O)Nc2cccc(C(F)(F)F)c2)no1
  A: -9; B: -5; C: 0.9; D: -0.5; E: 0.8; F: 1.2; G: ·; H: 15; I: 8; J: 0.9; K: 0.0

#3 O=C(Cn1nnc2ccccc2c1=O)Nc1cccc(S(=O)(=O)N2CCOCC2)c1
  A: 1; B: 15; C: 1.1; D: 0.2; E: 1.1; F: 2.4; G: 2; H: -6; I: 6; J: 1.1; K: -2.7

#4 CSc1ccc(/C=C(/NC(=O)c2ccc(C)cc2)C(=O)Nc2cccc(F)c2)cc1
  A: -15; B: -5; C: 0.8; D: -0.3; E: 0.9; F: -0.1; G: -19; H: 7; I: 8; J: 0.9; K: 0.5

#5 O=C(NC1CCCCC1)C1CCCN1S(=O)(=O)c1cccc2nsnc12 (stereo not drawn)
  A: -3; B: -5; C: 0.8; D: -0.4; E: 0.9; F: -1.1; G: -21; H: 10; I: 9; J: 0.9; K: 1.9

#16 CCN1CCN(S(=O)(=O)c2ccc(Cl)c(C(=O)NC(C)(C)C)c2)CC1
  A: -4; B: -3; C: 1; D: -0.3; E: 0.9; F: 1.6; G: 0; H: 10; I: 5; J: 1; K: -0.6

#19 COc1ccc(C(=O)NCC(=O)OC2CCCCC2=O)cc1 (stereo not drawn)
  A: 8; B: 1; C: 1; D: -0.3; E: 0.9; F: 0.3; G: ·; H: 13; I: -8; J: 1; K: -1.2
